MT stabilize HCS = microtubule stabilizers in HeLa cells, primary screen, imaging, high-content imaging | HeLa tubulin immunostaining HCS, 24 h; share of cells brighter than vehicle mean+2SD | % tubulin-high responders, % at 10 µM | actives 0.83% (n = 200,000) | AID 2205, 2009;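 active = plate Z-score above 3 for both tubulin-high and condensed-nucleus cell shares, with cell loss under 80%, at 10 µM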;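 also: anti alpha tubulin signal scored within the nucleus-defined area of each cell; some results filed as inactive read as strong as hits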
NOD1 inhibition = NOD1 signaling inhibitors, primary screen, cell-based, luminescence, uHTS (AID 1578) | actives 1% (n = 290,000) | inhibition, % at 4 µM, or EC50 in µM where a hit was titrated | NOD1-driven NF-kB luciferase reporter cells, luminescence; higher % means a stronger effect; in the data active = inhibition mostly above about 36%, no sharp cut-off; inactive = mostly below about 34%;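 also: HEK-293T reporter cells stimulated with the NOD1 agonist gamma-tri-DAP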
NOD2 inhibition = NOD2 signaling inhibitors, cell-based, luminescence, uHTS, HEK293 (AID 1566). actives 0.63% (n = 290,000). HEK293 NOD2/NF-kB luciferase reporter, luminescence; higher % means a stronger effect. one-dose inhibition, % at 4 µM; EC50 in µM for titrated hits; in the data active = inhibition above about 50%; also: many of its hits are not listed in these tables
Autophagy HCS = autophagy modulators in MEF cells, primary screen, imaging, high-content, MEF GFP-LC3; MEF GFP-LC3 puncta imaging; test concentration mostly 10 µM; actives 0.98% (n = 190,000); calls only at 10 µM (by protocol); AID 463193, 2010;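 active = percentage of spot-positive cells more than 3 SD above its plate mean, without a fluorescence outlier flag or 80% toxicity; inconclusive = no clear call, values can overlap the other calls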;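 also: spot-positive cell cutoff set from DMSO-treated cells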
Dynein cargo inh = inhibitors of GR-EGFP nuclear translocation, primary screen, dynein cargo transport inhibitor project, imaging, high-content, 3617.4 mouse cells. test concentration mostly 20 µM; stimulated with dexamethasone, 1 µM; stronger effect = lower value. z-score, hits read low. actives 0.47% (n = 220,000). AID 1381, 2008;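 active = plate z-score of nuclear minus cytoplasmic receptor signal below a set negative limit, without overly bright fluorescence or cell loss, cut at about -3.5 in these data, passing the limit was not always enough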;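 also: z-score of nuclear minus cytoplasmic ring GR-EGFP intensity difference per well; some compounds called inactive have numbers as strong as hits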
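Medium: Induction medium lacking tetracycline, stripped serum | Probe or stimulus: 1.0 µM final dexamethasone stimulus | Schedule: 48 h induction, then 1 h compound, then 30 min agonist, 37 °C | Signal: Automated 10x imaging of fixed Hoechst-stained cells | Evaluation: Per-cell GR-EGFP intensity, nucleus versus surrounding cytoplasmic ring, well-averaged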
bCat nuc transl = modulators of beta-catenin nuclear translocation, primary screen, imaging, HeLa cells, immunofluorescence, high-content; nuclear translocation activity, % at 5 µM; actives 0.3% (n = 190,000);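 active = nuclear translocation activity above 50% at 5 µM, with a well cell count of 50 or more; inconclusive = wells under 50 cells across six images, flagged as toxic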;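 also: per-cell ratio of nuclear to cytoplasmic median beta-catenin stain intensity; plate controls were DMSO negative control for no effect and GSK-3 inhibitor IX positive control for full effect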
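Test system: HeLa cells, endogenous beta-catenin; Compound: single 5 µM dose plus 0.02–20 µM confirmation series; Times: compound exposure 24 h at 37°C; Signal: fluorescence imaging of beta-catenin antibody stain plus DAPI; Read-out: % activation, nuclear-to-cytoplasmic median beta-catenin signal ratio per cell.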
M17LAP inhibition = P. falciparum M17LAP inhibitors, primary screen, biochemical, fluorogenic H-Leu-NHMec substrate, 1536-well (AID 1619) | actives 0.38% (n = 220,000) | inhibition, % at 30 µM; hits with a dose series show IC50 in µM | recombinant M17LAP, H-Leu-NHMec fluorogenic kinetic assay; higher % means a stronger effect | Leucine aminopeptidase (Plasmodium falciparum (isolate 3D7));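 active = compound inhibiting the enzyme by more than half at any dose during confirmatory dose-response retesting; inconclusive = strong single-dose inhibitors picked by rank but not retested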;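 also: plate controls were full reaction with DMSO carrier for no effect and no enzyme background for full effect; strong numbers were not always called active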
Yfh1-off respiration = enhancers of respiration in Yfh1-depleted yeast, dose response, Friedreich's ataxia, plus single-dose screen (AID 1465) | S. cerevisiae Yfh1-off respiration, WST-1 reduction, 72 h; higher fold induction means a stronger effect | fold induction at 50 µM; hits with a dose series show EC50 in µM | actives 0.074% (n = 220,000);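 active = fold induction of absorbance versus untreated yeast above a set limit, then at least 30% activation at any dose in follow-up; inconclusive = repeats straddling the limit, or above it without dose testing; inactive = fold induction below the set limit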;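 also: activators that raise dye reduction in frataxin-depleted yeast; strong numbers were not always called active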
Ins promoter up = insulin promoter activators in MIN6 cells, imaging, high-content screening, mouse beta cells; actives 0.3% (n = 190,000); MIN6 insulin promoter-GFP reporter; stronger effect = higher value; z-score at 5 µM;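 active = z-score above 3 at 5 µM with at least 500 cells counted in the well; inconclusive = wells under 500 cells, flagged as cytotoxic or low count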
Dynein cargo inh cytoplasmic EGFP = also measured in Dynein cargo inh; calls as there; z-score; measured here: cytoplasmic GR-EGFP intensity; stronger effect = higher value
Dynein cargo inh nuclear GR-EGFP = further read-out of Dynein cargo inh, marked with its call; z-score; measured here: nuclear GR-EGFP intensity;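 lower value marks the stronger effect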
Dynein cargo inh cell count = second read-out of Dynein cargo inh, no call of its own (marks repeat the call); z-score; measured here: cell count per field
Ins promoter up cell count = recorded beside Ins promoter up, whose call it bears; cell count; measured here: cytotoxicity, nuclei count;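 total cells summed across four imaged fields per well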
bCat nuc transl cell count 5 µM = recorded beside bCat nuc transl, whose call it bears; cell count; measured here: cell count, cytotoxicity flag
MT stabilize HCS Hoechst-high % = recorded beside MT stabilize HCS, whose call it bears; % Hoechst-high responders; measured here: nuclear condensation Hoechst responders;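 share of cells brighter than vehicle mean plus two SD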
MT stabilize HCS cytotoxicity % = recorded beside MT stabilize HCS, whose call it bears; toxicity, %; measured here: cytotoxicity by cell density;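 0% = mean cell density of plate MIN control wells and 100% = no cells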
Autophagy HCS cell loss 18 h = further read-out of Autophagy HCS, marked with its call; toxicity, %; measured here: cell loss, nuclei count;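 cell loss after 18 h compound exposure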
* hit, by the source's call; i = inactive; ? = inconclusive; . = no result given.

Second line of a record – MT stabilize HCS, MT stabilize HCS Hoechst-high %, MT stabilize HCS cytotoxicity %, NOD1 inhibition, NOD2 inhibition, Autophagy HCS, Autophagy HCS cell loss 18 h, Dynein cargo inh, Dynein cargo inh cytoplasmic EGFP, Dynein cargo inh nuclear GR-EGFP, Dynein cargo inh cell count, bCat nuc transl, bCat nuc transl cell count 5 µM, M17LAP inhibition, Yfh1-off respiration, Ins promoter up, Ins promoter up cell count
- Cc1cccc(N2C(=O)NC(=O)/C(=C\c3ccc(N4CCOCC4)cc3)C2=O)c1
    ., ., ., -7%, -2%, ., ., -0.42, -0.28, -0.61, 1.7, -0.2, 1360, 10%, i, 0, 1204
- CCc1nc2ccccc2c(C(=O)OCC(=O)Nc2cccc(S(=O)(=O)N3CCOCC3)c2)c1C
    3.3, 2.2, 0.3, 5.6µM*, 13µM*, i, 16, -0.89, -0.13, -1.1, -0.5, ., ., -3%, i, ., .
- CC1CCCN(c2ccc(C(=O)N3CCC4(CC3)OCCO4)cc2[N+](=O)[O-])C1 (centres undefined)
    2.4, 1.0, 5.0, -36%, 16%, i, -10, 0.62, -0.23, -0.054, -0.18, 0.9, 1097, -4%, i, -0.02, 1373
- Cn1cccc1/C=C1/C(=O)NC(=S)N(Cc2ccc(F)cc2)C1=O
    ., ., ., 18%, -81%, ., ., -0.52, -0.18, -0.18, 0.97, 54*, 624*, 10%, i, -1.2, 598
- Cc1cc(Cl)ccc1OCCCC(=O)NCc1cccs1
    1.4, 2.4, 3.4, -29%, -5%, i, 4, 0.61, -0.15, 0.7, -1.2, 38, 342, -10%, i, -0.17, 1338
- OC(CNC1CCCCCCC1)c1ccccc1 (centres undefined)
    3.1, 3.2, 11, -31%, 3%, i, 9, 1.4, 0.4, 0.9, -0.64, -0.1, 1066, 0%, i, -0.8, 1216
- Cc1ccc(-c2nc3ccccc3c(=O)n2-c2cccc(O)c2)cc1
    2.5, 1.4, 3.3, -12%, -20%, i, 2, 1, -0.13, 0.23, -0.98, -0.8, 1513, -6%, i, ., .
- CC(C)N1CCN(Cc2ccccc2C(F)(F)F)CC1CCO (centres undefined)
    2.1, 2.1, 0.4, -32%, 9%, i, 13, 1.2, -0.13, 0.45, -1.5, -0.9, 1558, 5%, i, -0.19, 989
- CC1CN=C(NCc2ccncc2)S1 (centres undefined)
    1.7, 1.4, 3.4, 1%, 22%, i, -7, -0.46, -0.18, -0.36, 0.27, -1.9, 1194, -1%, i, 0.81, 1335
- COCCn1cc(C(=O)N2CCC3(CC2)OCCO3)c2c3ccccc3n(C)c2c1=O
    1.6, 1.2, 6.1, -31%, -10%, i, 5, -0.32, -0.17, -0.04, 0.37, 3.9, 1463, -25%, i, 0.24, 1524
- COc1cc(/C=C2/C(=O)NC(=O)N(c3ccc(C)cc3)C2=O)cc(OC)c1OC
    ., ., ., -10%, 18%, ., ., -1.1, -0.28, -0.23, 0.55, -0.7, 1345, 26%, i, -0.18, 1042
- CN1CCN(c2ccc([N+](=O)[O-])c(Sc3nncn3C)c2)CC1
    1.7, 1.9, 4.7, -23%, -17%, i, 11, -0.4, -0.26, -0.24, 0.73, -1.1, 984, 10%, i, 0.9, 1611
- CC(Cc1ccccc1Sc1ccccc1O)N(C)C (centres undefined)
    1.5, 1.2, 3.0, -7%, 6%, i, -4, 0.26, -0.22, 0.61, 0.24, ., ., 3%, i, -0.34, 846
- CC(=O)Nc1ccccc1C(=O)C(=O)Nc1cccc(C(=O)N2CCC3(CC2)OCCO3)c1
    2.1, 2.4, 5.8, -41%, 9%, i, -12, 0.82, -0.21, 0.15, -0.16, -2.1, 1074, 9%, i, -0.81, 1272
- Cc1ccsc1-c1nc(CSCC(=O)N2CCC3(CC2)OCCO3)c(C)o1
    2.2, 2.1, 6.5, 13%, 11%, i, -29, -0.91, -0.17, 0.36, 0.43, 2.1, 1359, 17%, i, -0.21, 1327
- Cc1cccc(OC(=O)N2CCOCC2)c1
    4.9, 1.7, 11, -8%, -2%, i, -3, 0.18, -0.18, 0.35, 0.35, 0.3, 548, -5%, i, 2.5, 1439
- CCOc1ccc(-n2c(O)c(C=Nc3ccc(N4CCOCC4)cc3)c(=O)[nH]c2=O)cc1
    1.5, 1.7, 5.6, 6%, -4%, i, 7, -0.47, 0.19, -0.26, 0.44, -0.5, 907, 6%, i, 0.38, 978
- CCOc1ccccc1C(=O)N1CCN(C(c2ccccc2)c2ccccc2)CC1
    1.1, 1.6, 4.6, 14µM*, 13µM*, i, -7, 0.046, -0.17, -0.044, -0.64, -1.7, 1401, 12%, i, -2, 1242
- O=c1[nH]c(=S)n(Cc2ccc(F)cc2)c(O)c1C=NCc1ccc2c(c1)OCO2
    ., ., ., 3%, 22%, ., ., -0.45, -0.24, 0.63, -0.42, 0.1, 1218, 7%, i, -0.93, 1122
- O=C1NC(=S)N(Cc2ccco2)C(=O)/C1=C\c1cccs1
    2.5, 2.3, 9.4, -26%, 9%, i, -2, -0.34, -0.38, -0.71, -0.15, -1.1, 1102, ?, i, 0.22, 1274
- CC1(CCl)CN1S(=O)(=O)c1ccccc1 (centres undefined)
    ., ., ., 4%, 0%, ., ., -0.19, -0.21, -0.12, 0.87, 2.6, 1244, 3%, i, -0.41, 1005
- CCSC1=NN1c1cc(C)nc(N)n1
    ., ., ., -8%, -18%, ., ., 0.028, -0.23, 0.4, 0.72, 0.1, 1288, -10%, i, 0.52, 1014
- CCC(=Nc1ccc(OC)cc1OC)c1c(O)n(C)c(=O)n(C)c1=O
    7.1, 3.8, 5.1, 18%, 14%, i, -16, -0.55, -0.33, 0.011, 0.055, -2.5, 881, 2%, i, -2.2, 1066
- Cc1ccc(OP(=O)(NC(C)c2ccccc2)Oc2ccc(C)cc2)cc1 (centres undefined)
    1.4, 1.0, 10, -15%, -5%, i, 10, -0.42, -0.28, 0.1, 0.5, 1.1, 982, ., i, -1.4, 1573
- COc1ccc(Br)cc1CN1CCN(CCO)CC1
    1.0, 1.6, 11, 1%, 0%, i, -4, -0.082, -0.18, -0.077, 0.12, -4.3, 981, 2%, i, -0.2, 1124
- Cc1ccc(CNC2=NCCS2)cc1
    ., ., ., 6%, -11%, ., ., 0.92, -0.27, 0.33, -0.033, -3.4, 973, 4%, i, 0.06, 1452
- O=C(NC[P+](=O)O)OCc1ccccc1
    5.0, 2.5, 3.6, -2%, 0%, i, 0, -0.57, -0.21, 0.056, 0.48, -3.9, 1172, -13%, i, -0.87, 922
- CNc1ccc2oc(C[C@H]3O[C@@]4(CC[C@H]3C)O[C@H]([C@H](C)C(=O)c3ccc[nH]3)[C@H](C)C[C@H]4C)nc2c1C(=O)O
    ., ., ., 76%*, 43%, ., ., 0.27, 1.2, 0.77, -3.9, 5.3, 730, -10%, ?, 1.6, 669
- O=C1NC(=O)C(=Cc2ccc3c(c2)OCO3)C(=O)N1
    3.9, 1.6, 6.8, -46%, 6%, i, -7, 0.74, -0.3, 0.25, -0.61, -1.0, 1107, 0%, i, -0.34, 1655
- CC1(C(O)(C#CCN2CCCCC2)c2ccccc2)CCCC1 (centres undefined)
    5.7, 2.9, 8.2, -5%, -3%, i, 23, 1, -0.022, 0.92, -0.84, -0.8, 1081, -2%, i, ., .
- O=C(COc1ccc(Br)cc1)N1CCN(Cc2ccncc2)CC1
    4.8, 3.8, 5.2, -24%, -3%, i, 13, -0.9, -0.24, -0.32, 0.59, 1.4, 1469, -13%, i, 0.71, 1423
- C=CCc1cc(C=C2C(=O)N(C)C(=O)N(C)C2=O)cc(OCC)c1OCc1ccccc1
    2.9, 2.1, 0.9, -19%, 7%, i, -14, 1.2, -0.25, 0.57, -0.7, 3.4, 575, 3%, i, -0.27, 1242
- O=C(O)c1cc2ccccc2oc1=O
    5.1, 2.4, 8.2, ., -40%, i, 15, 0.45, -0.11, 0.38, -0.62, -0.5, 1111, 0%, i, 0.55, 1701
- O=C(c1cccc2ccccc12)C1CCCN(C2CCC2)C1 (centres undefined)
    5.0, 2.3, 2.6, -26%, -16%, i, 12, 0.28, -0.28, -0.07, 0.38, -0.8, 995, 4%, i, -0.2, 1562
- c1ccc(C(OCCN2CCNCC2)c2ccccc2)cc1
    3.6, 2.1, 3.5, -10%, -2%, i, 3, -0.45, -0.22, -0.06, 0.45, 5.3, 1020, 4%, i, -0.14, 789
- O=c1c2ccccc2nc(N2CCCC2)n1-c1ccc(Cl)cc1
    4.7, 2.0, 10, 29%, 5%, i, 45, 1.4, -0.17, 0.77, -1.3, 0.1, 1391, -9%, i, 0.06, 1479
- COC(=O)CC1(Cc2ccccc2)C(=O)NC(=O)NC1=O
    2.7, 1.5, 10, -15%, 15%, i, 2, -0.28, -0.28, 0.14, 0.67, -0.1, 980, 4%, i, 1.8, 2125
- CCN(CC)c1ccc(N=Cc2c(O)n(-c3cc(OC)ccc3OC)c(=O)[nH]c2=O)cc1
    4.4, 3.1, 5.1, -22%, -3%, i, -5, 0.53, -0.43, 0.14, -0.16, -2.8, 1180, 5%, i, ., .
- CC(C)OC1CCCC(O)C1CC(=O)O (centres undefined)
    ., ., ., -10%, 0%, ., ., 0.88, -0.21, 0.44, -0.46, 0.5, 1194, 12%, i, 0.52, 1452

This is a subset; count on the stated rates, not on these rows.
